Growth percent in the NCI-60 one-dose screen (48 h, 10 µM unless noted): 100 = growth as untreated, 0 = no growth, -100 = all killed.
MALME-3M: MALME-3M melanoma; 78,000 compounds, 5.8% hits; AID 1794766
SK-MEL-5: SK-MEL-5 melanoma. AID 1794755. 80,000 compounds, 6.4% hits
UACC-257: UACC-257 melanoma. 78,000 compounds, 4.4% hits. AID 1794764
A549/ATCC: A549/ATCC NSCLC; AID 1794740; 81,000 compounds, 3.7% hits
UACC-62: UACC-62 melanoma; 81,000 compounds, 5.4% hits
EKVX: EKVX NSCLC | 71,000 compounds, 3% hits
SK-MEL-2: SK-MEL-2 melanoma; 77,000 compounds, 4.7% hits; AID 1794763
M14: M14 melanoma. AID 1794745. 80,000 compounds, 6.2% hits
An asterisk follows results filed as active; & = joins results of further samples; ! = repeats disagree. How the source made its calls: active means growth percent below 10; inactive means the rest.

Start of the listing, in advance (twelve entries):
`O=[N+]([O-])c1cc(F)cc(F)c1Nc1cc(F)cc(F)c1` gave SK-MEL-5 111, UACC-257 94, A549/ATCC 89, UACC-62 92, EKVX 100, SK-MEL-2 99 and M14 100.
Screening Cc1ccc2oc(=O)cc(C3C4=C(CCCC4=O)OC3c3cc(=O)oc4ccc(Cl)cc34)c2c1 (stereo unspecified) returned MALME-3M 107, SK-MEL-5 109, UACC-257 99, A549/ATCC 105, UACC-62 106, EKVX 97, SK-MEL-2 104 and M14 99.
N#Cc1c(-c2ccco2)nc(N2N=C(c3ccccc3)CC2c2ccc(F)cc2)[nH]c1=O (stereo unspecified) was read as MALME-3M 96, SK-MEL-5 95, UACC-257 95, A549/ATCC 98, UACC-62 83, EKVX 94, SK-MEL-2 85 and M14 106.
`COc1cc(C2c3cnn(C(C)(C)C)c3N=C3NC(=O)N(c4ccc(Cl)cc4)C32)cc(OC)c1OC` (stereo unspecified) gave MALME-3M 91, SK-MEL-5 103, UACC-257 105, A549/ATCC 97, UACC-62 101, EKVX 92, SK-MEL-2 107 and M14 94.
Screening Cc1nc2sc(C(=O)Nc3ccc(S(N)(=O)=O)cc3)c(N)c2c(C)c1Br returned MALME-3M 76, SK-MEL-5 93, UACC-257 101, A549/ATCC 85, UACC-62 103, EKVX 88, SK-MEL-2 88 and M14 89.
N#C/C(=C\c1ccc(-c2ccc(F)cc2)o1)C(=O)c1c[nH]c2ccccc12 was read as MALME-3M 95, SK-MEL-5 97, UACC-257 98, A549/ATCC 98, UACC-62 96, EKVX 73, SK-MEL-2 91 and M14 99.
Screening O=C(Nc1cccc2c(NC(=O)N3CCCCC3)cccc12)N1CCCCC1 returned MALME-3M 101, SK-MEL-5 102, UACC-257 112, A549/ATCC 115, UACC-62 99, EKVX 95, SK-MEL-2 104 and M14 114.
COc1ccc2[nH]cc(-c3cc(N)n4nc(-c5c[nH]c6ccccc56)cc4n3)c2c1 was read as MALME-3M -93*, SK-MEL-5 -93*, UACC-257 -92*, A549/ATCC 1.5*, UACC-62 -81*, EKVX 11, SK-MEL-2 -64* and M14 -59*.
For O=c1[nH]cnc2ccc(Cl)cc12 the results were SK-MEL-5 105, UACC-257 104, A549/ATCC 105, UACC-62 100, EKVX 93 and M14 107.
For Clc1ccc(NCc2nnc(-c3ccc(Cl)cc3)o2)cc1 the results were MALME-3M 97, UACC-257 99, A549/ATCC 90, UACC-62 76, EKVX 82, SK-MEL-2 87 and M14 101.
Screening O=C(N=Nc1c(O)[nH]c2ccccc12)Nc1ccccc1 returned MALME-3M 116, SK-MEL-5 88, UACC-257 97, A549/ATCC 95, UACC-62 94, EKVX 102, SK-MEL-2 102 and M14 94.
For COc1ccc(Cn2c(Br)c3c(c2Br)-c2nc(N)sc2CC3)cc1 the results were MALME-3M 22, SK-MEL-5 15, UACC-257 70, A549/ATCC 39, UACC-62 27, SK-MEL-2 22 and M14 14.

The list itself (from the top)
`O=[N+]([O-])c1cc(F)cc(F)c1Nc1cc(F)cc(F)c1` gave SK-MEL-5 111, UACC-257 94, A549/ATCC 89, UACC-62 92, EKVX 100, SK-MEL-2 99 and M14 100.
Screening Cc1ccc2oc(=O)cc(C3C4=C(CCCC4=O)OC3c3cc(=O)oc4ccc(Cl)cc34)c2c1 (stereo unspecified) returned MALME-3M 107, SK-MEL-5 109, UACC-257 99, A549/ATCC 105, UACC-62 106, EKVX 97, SK-MEL-2 104 and M14 99.
N#Cc1c(-c2ccco2)nc(N2N=C(c3ccccc3)CC2c2ccc(F)cc2)[nH]c1=O (stereo unspecified) was read as MALME-3M 96, SK-MEL-5 95, UACC-257 95, A549/ATCC 98, UACC-62 83, EKVX 94, SK-MEL-2 85 and M14 106.
`COc1cc(C2c3cnn(C(C)(C)C)c3N=C3NC(=O)N(c4ccc(Cl)cc4)C32)cc(OC)c1OC` (stereo unspecified) gave MALME-3M 91, SK-MEL-5 103, UACC-257 105, A549/ATCC 97, UACC-62 101, EKVX 92, SK-MEL-2 107 and M14 94.
Screening Cc1nc2sc(C(=O)Nc3ccc(S(N)(=O)=O)cc3)c(N)c2c(C)c1Br returned MALME-3M 76, SK-MEL-5 93, UACC-257 101, A549/ATCC 85, UACC-62 103, EKVX 88, SK-MEL-2 88 and M14 89.
N#C/C(=C\c1ccc(-c2ccc(F)cc2)o1)C(=O)c1c[nH]c2ccccc12 was read as MALME-3M 95, SK-MEL-5 97, UACC-257 98, A549/ATCC 98, UACC-62 96, EKVX 73, SK-MEL-2 91 and M14 99.
Screening O=C(Nc1cccc2c(NC(=O)N3CCCCC3)cccc12)N1CCCCC1 returned MALME-3M 101, SK-MEL-5 102, UACC-257 112, A549/ATCC 115, UACC-62 99, EKVX 95, SK-MEL-2 104 and M14 114.
COc1ccc2[nH]cc(-c3cc(N)n4nc(-c5c[nH]c6ccccc56)cc4n3)c2c1 was read as MALME-3M -93*, SK-MEL-5 -93*, UACC-257 -92*, A549/ATCC 1.5*, UACC-62 -81*, EKVX 11, SK-MEL-2 -64* and M14 -59*.
For O=c1[nH]cnc2ccc(Cl)cc12 the results were SK-MEL-5 105, UACC-257 104, A549/ATCC 105, UACC-62 100, EKVX 93 and M14 107.
For Clc1ccc(NCc2nnc(-c3ccc(Cl)cc3)o2)cc1 the results were MALME-3M 97, UACC-257 99, A549/ATCC 90, UACC-62 76, EKVX 82, SK-MEL-2 87 and M14 101.
Screening O=C(N=Nc1c(O)[nH]c2ccccc12)Nc1ccccc1 returned MALME-3M 116, SK-MEL-5 88, UACC-257 97, A549/ATCC 95, UACC-62 94, EKVX 102, SK-MEL-2 102 and M14 94.
For COc1ccc(Cn2c(Br)c3c(c2Br)-c2nc(N)sc2CC3)cc1 the results were MALME-3M 22, SK-MEL-5 15, UACC-257 70, A549/ATCC 39, UACC-62 27, SK-MEL-2 22 and M14 14.
Nc1nnc(-c2cncc(Br)c2)c(-c2c[nH]c3ccc(Br)cc23)n1 was read as MALME-3M 74, SK-MEL-5 31, UACC-257 74, A549/ATCC 49, UACC-62 55, EKVX 66, SK-MEL-2 55 and M14 44.
CCOC(=O)c1ccc(NC(=O)N2CC(C)OC(C)C2)cc1 (stereo unspecified) was read as MALME-3M 101, SK-MEL-5 100, UACC-257 106, A549/ATCC 106, UACC-62 88, EKVX 108, SK-MEL-2 113 and M14 107.
Screening Oc1cc(O)c(N=Nc2ncn[nH]2)c(O)c1 returned MALME-3M 104, SK-MEL-5 98, UACC-257 95, A549/ATCC 100, UACC-62 99, EKVX 96, SK-MEL-2 101 and M14 91.
`COc1cc2c(c(OC)c1OC)C(=O)CO2` gave SK-MEL-5 110, UACC-257 98, A549/ATCC 103, UACC-62 110, EKVX 104, SK-MEL-2 113 and M14 105.
CC(=O)OCCN1CCN(CCCN2c3ccccc3Sc3ccc(C(F)(F)F)cc32)CC1 was read as MALME-3M 102, SK-MEL-5 85, UACC-257 83, A549/ATCC 80, UACC-62 93, EKVX 87, SK-MEL-2 87 and M14 83.
Screening C=CCNC(=S)NNC(=O)c1cc2ccc1CCc1ccc(cc1)CC2 returned MALME-3M 101, SK-MEL-5 101, UACC-257 106, A549/ATCC 105, UACC-62 101, EKVX 104, SK-MEL-2 109 and M14 101.
Screening N#CCS(=O)(=O)c1cccc[n+]1[O-] returned MALME-3M 75, SK-MEL-5 99, A549/ATCC 102, UACC-62 87, SK-MEL-2 101 and M14 92.
Screening CCOC(=O)C1=C(N)Oc2c(sc3c(F)cccc23)C1c1ccc(F)cc1 (stereo unspecified) returned MALME-3M 102, SK-MEL-5 93, UACC-257 98, A549/ATCC 94, EKVX 75, SK-MEL-2 86 and M14 99.
COC(=O)c1oc2c(C(=O)/C=C/c3ccc(OC)cc3)c(OCCN3CCOCC3)ccc2c1C was read as MALME-3M -14*, SK-MEL-5 -100*, UACC-257 55, A549/ATCC 2.8*, UACC-62 0.0*, EKVX 9.5*, SK-MEL-2 -31* and M14 11.
Screening CCOC(=O)C(=O)C(C#N)c1ccccc1 (stereo unspecified) returned MALME-3M 111, SK-MEL-5 105, UACC-257 96, A549/ATCC 104, UACC-62 96, EKVX 106, SK-MEL-2 106 and M14 101.
CCCCCCCCCCCCCCCC1=NN(c2ccccc2)C(=O)C1NC(=O)O (stereo unspecified) was read as MALME-3M 96, SK-MEL-5 95, UACC-257 102, A549/ATCC 98, UACC-62 99, EKVX 105, SK-MEL-2 91 and M14 110.
CN1CCN(c2nc(NCCNc3ccnc4cc(Cl)ccc34)c3ccccc3n2)CC1 was read as MALME-3M -57*, SK-MEL-5 -97*, A549/ATCC 1.6*, UACC-62 -55*, EKVX 52, SK-MEL-2 -46* and M14 -63*.
For COc1ccc(CNc2ccnc3[nH]c4ccc(C#N)cc4c23)cc1 the results were MALME-3M 68, SK-MEL-5 74, UACC-257 100, A549/ATCC 84, UACC-62 92, EKVX 78, SK-MEL-2 97 and M14 89.
`O=C(NCC1CC1)c1cccs1` gave MALME-3M 96, SK-MEL-5 103, A549/ATCC 100, UACC-62 111 and M14 99.
Screening COc1ccccc1CNCCCN1C(=O)c2ccc3c4c(ccc(c24)C1=O)C(=O)N(CCCOCCCCOCCCN)C3=O returned MALME-3M -93*, SK-MEL-5 -99*, UACC-257 -92*, A549/ATCC -34*, UACC-62 -80*, EKVX -83*, SK-MEL-2 -43* and M14 -85*.
`Cc1[nH]c(C2CC(c3ccc(C(F)(F)F)c(F)c3)=NN2C(=O)C2CCC2)c(C)c1C(=O)NCC(F)(F)F` (stereo unspecified) gave MALME-3M 73, SK-MEL-5 94, UACC-257 91, A549/ATCC 60, UACC-62 81, EKVX 82, SK-MEL-2 90 and M14 88.
`NC(=O)c1cc(Cl)ccc1N` gave MALME-3M 101, SK-MEL-5 102, UACC-257 97, A549/ATCC 99, UACC-62 69, SK-MEL-2 92 and M14 94.
Screening O=C(COc1cccc(/C=C2\Cc3ccc(Cl)cc3C2=O)c1)c1ccc(Cl)cc1 returned MALME-3M 118, SK-MEL-5 93, UACC-257 121, A549/ATCC 104, UACC-62 100, EKVX 93, SK-MEL-2 105 and M14 109.
`OC(CC(c1ccccc1)c1cccc2ccccc12)(c1ccccc1)c1ccccc1` (stereo unspecified) gave MALME-3M 104&101, SK-MEL-5 96&88, UACC-257 85&63, A549/ATCC 79&74, UACC-62 79&77, EKVX 55&80, SK-MEL-2 74&78 and M14 77&72.
Screening c1ccc(-c2nc3ccc4ccccc4c3nc2-c2ccccc2)cc1 returned MALME-3M 92, SK-MEL-5 99, UACC-62 101, SK-MEL-2 98 and M14 100.
`Cn1nc(SCc2ccccc2)c(=O)n(C(c2ccccc2)c2ccccc2)c1=O` gave MALME-3M 155, SK-MEL-5 102, UACC-257 107, A549/ATCC 85, UACC-62 85, EKVX 60, SK-MEL-2 106 and M14 99.
CN1CCN(c2nc3scc(-c4ccccc4)c3c(=O)[nH]2)CC1 was read as MALME-3M 86, SK-MEL-5 97, UACC-257 108, A549/ATCC 99, UACC-62 94, EKVX 90, SK-MEL-2 104 and M14 98.
For COc1cc2oc(-c3cccc(C(=O)Nc4ccc5c(c4)OCO5)c3)cc(=O)c2c(O)c1OC the results were MALME-3M 88, SK-MEL-5 84, UACC-257 78, A549/ATCC 75, UACC-62 81, EKVX 87, SK-MEL-2 90 and M14 90.
CCOc1ccc(C(=O)NNC(=O)c2cc(OC)c(OC)c(OC)c2)cc1Cl was read as SK-MEL-5 100, A549/ATCC 79, UACC-62 95, EKVX 98, SK-MEL-2 108 and M14 95.
Screening COc1ccc(/C=N/C2=NNC(C)(c3ccccc3O)N2C(Cc2c[nH]c3ccccc23)C(=O)O)cc1 (stereo unspecified) returned MALME-3M 13, SK-MEL-5 -78*, UACC-257 23, A549/ATCC 42, UACC-62 18, EKVX 27, SK-MEL-2 20 and M14 11.
C=CCc1ccccc1C was read as MALME-3M 98, SK-MEL-5 106, UACC-257 112, A549/ATCC 105, UACC-62 96, EKVX 105, SK-MEL-2 110 and M14 94.
For Fc1ccc(C2CC(c3cccc(Nc4ccncc4)c3)=NN2c2ccccc2)cc1 (stereo unspecified) the results were MALME-3M -5.7*, SK-MEL-5 76, UACC-257 38, A549/ATCC 43, UACC-62 89, EKVX 90, SK-MEL-2 90 and M14 99.
Screening CCOc1ccc2cc(-c3nn(CC4CCNCC4)c4ncnc(N)c34)ccc2c1 returned MALME-3M -55*!, SK-MEL-5 -2.1*!, UACC-257 -53*, A549/ATCC 59&85, UACC-62 15, EKVX 56&101, SK-MEL-2 108 and M14 -43*!.
Screening CCCCCOC(=O)c1nc(NCC2CCCCC2)sc1N returned MALME-3M 108, SK-MEL-5 98, UACC-257 95, A549/ATCC 102, UACC-62 88, EKVX 101, SK-MEL-2 100 and M14 106.
COc1cc(/C=N/NC(=O)Cn2nnc3ccccc32)cc(OC)c1OC was read as MALME-3M 104, SK-MEL-5 102, UACC-257 99, A549/ATCC 105, UACC-62 94, EKVX 106, SK-MEL-2 99 and M14 96.
`Brc1cccc[n+]1Cc1ccc(C[n+]2ccccc2Br)cc1` gave SK-MEL-5 102, UACC-257 101, A549/ATCC 104, UACC-62 95, EKVX 101, SK-MEL-2 96 and M14 97.
For O=C(c1nn(-c2ccc(Cl)cc2)cc1O)n1nc(C(F)(F)F)cc1-c1ccccc1 the results were MALME-3M 107, SK-MEL-5 59, UACC-257 53, A549/ATCC 47, UACC-62 44, EKVX 31, SK-MEL-2 68 and M14 43.
Screening C=Cc1c2c(c3ccc4c5ccccc5ccc4n13)C(=O)c1ccccc1C2=O returned MALME-3M 97, SK-MEL-5 96, UACC-257 113, A549/ATCC 113, UACC-62 100, EKVX 78, SK-MEL-2 108 and M14 90.
Screening CC1=C(C(=O)OCc2ccccc2)C(c2ccc3c(c2)OCO3)NC(=O)N1 (stereo unspecified) returned MALME-3M 101, SK-MEL-5 90, UACC-257 103, A549/ATCC 106, UACC-62 87, EKVX 96, SK-MEL-2 101 and M14 97.

High-throughput results as filed in PubChem BioAssay.

Hits appear at their usual frequency; about 9.8% have a hit in one of these screens.
